Tat export inh = E. coli Tat export inhibitors, primary screen, MC4100, TorA-mCherry reporter, fluorescence, single point | inhibition, % at 10 µM | 340,000 compounds, 0.036% hits;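 active means mean replicate inhibition at least 50% and at least half of replicates individually reaching 50%; inconclusive means only one of the two criteria met; inactive means neither criterion met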;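 further: exported cargo escapes ClpAP degradation while cytoplasmic cargo is degraded and loses fluorescence; 0% = median of neutral control wells and 100% = median of NaSCN control wells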
HTR5A inv ag = HTR5A inverse agonists in luminescence cell assay, primary screen, counter-screen for OPRM1-OPRD1 heterodimer inverse agonist project, full-deck HTS. 5-hydroxytryptamine receptor 5A (Homo sapiens), P47898. HTR5A cell line, inverse agonism. inhibition, % at 9.3 µM. AID 504634, 2011. 340,000 compounds, 0.083% hits; in the data active means inhibition mostly above about 23%, no sharp cut-off; inactive means mostly below about 18%;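 further: 0% = cells with DMSO and 100% = no-cell wells with DMSO; some compounds called inactive have numbers as strong as hits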
Target sequence (P47898 whole entry, looked up): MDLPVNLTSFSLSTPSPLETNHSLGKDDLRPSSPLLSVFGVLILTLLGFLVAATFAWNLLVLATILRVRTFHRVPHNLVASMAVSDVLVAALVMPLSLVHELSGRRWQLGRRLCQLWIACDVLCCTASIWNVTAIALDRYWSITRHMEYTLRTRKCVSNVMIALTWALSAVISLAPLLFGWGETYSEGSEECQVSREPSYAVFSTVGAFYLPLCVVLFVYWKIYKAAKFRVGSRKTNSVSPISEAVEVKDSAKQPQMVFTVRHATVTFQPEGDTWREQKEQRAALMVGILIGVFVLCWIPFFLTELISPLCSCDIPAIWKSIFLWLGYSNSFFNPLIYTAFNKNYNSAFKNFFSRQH
Ecoli viability = E. coli V3065 growth inhibition, primary screen, counter-screen for AddAB inhibitor project, absorbance, OD600. 18 h. inhibition, % at 11.9 µM. 330,000 compounds, 0.27% hits. AID 449728, 2010;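 active means inhibition above the campaign's mean inhibition across all tested compounds plus 3 SD, cut at about 9.9% in these data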;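 further: uninfected addAB+ strain grown without phage in ampicillin broth; 0% = DMSO wells and 100% = ciprofloxacin 0.95 µg/ml wells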
phage Ecoli inh = growth loss of phage-infected E. coli, primary screen, RecBCD inhibitor project, absorbance, with phage, HTS. inhibition, % at 11.9 µM. AID 651602, 2012. 360,000 compounds, 0.26% hits; in the data active means inhibition above about 11%
AddAB inh = growth inhibition of E. coli expressing H. pylori AddAB, primary screen, AddAB inhibitor project, absorbance; inhibition, % at 11.9 µM; 330,000 compounds, 0.29% hits; AID 435030, 2010; in the data active means inhibition above about 12%;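 further: 0% = vehicle wells of infected cells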
OPRM1-OPRD1 ag = agonists of OPRM1-OPRD1 heterodimerization, primary screen, cell-based, luminescence; Mu-type opioid receptor (Homo sapiens) + Delta-type opioid receptor (Homo sapiens), …; cells; activation, % at 9.3 µM; 340,000 compounds, 0.3% hits; AID 504326, 2011; in the data active means activation above about 18%;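 further: 0% = vehicle-treated cells and 100% = reference agonist; values of inactives mirror those of a sister screen read the other way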
PKA-R1A act = activators of PKA-R1A holoenzyme, primary screen, biochemical, fluorescence polarization, Cy5-IP20, bovine R1A, mouse PKAc; PKA-R1A dissociation; scaled: DMSO 0%, 113 µM cGMP 100%; 340,000 compounds, 0.083% hits; AID 504707, 2011; cAMP-dependent protein kinase type I-alpha regulatory subunit (Bos taurus) + …; activation, % at 11.4 µM;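 active means percent activation above the mean of all tested compounds plus 3 SD, cut at about 19% in these data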;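 further: higher means more PKAc released from R1A so a rise in polarization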
OPRM1-OPRD1 inv = inverse agonists of MOR-DOR heterodimerization, primary screen, cell-based, luminescence | 340,000 compounds, 0.21% hits | Mu-type opioid receptor (Homo sapiens) + Delta-type opioid receptor (Homo sapiens), … | cell-based MOR-DOR heterodimer luminescence, inverse agonism | inhibition, % at 9.3 µM; in the data active means inhibition above about 22%, passing the limit was not always enough;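 further: 0% = cells with DMSO and 100% = wells without cells with DMSO; values of inactives mirror those of a sister screen read the other way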
Mot1-301 SUMO = yeast Mot1-301 growth rescue at high temperature, primary screen, SUMOylation pathway inhibitor project, S. cerevisiae, ATP luminescence, 38.5C | S. cerevisiae Mot1-301 growth rescue; percent above DMSO median, 100 means doubled | growth rescue, % at 18.8 µM | 320,000 compounds, 1% hits;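 active means every valid replicate shows activation above 250% relative to neutral control wells; inactive means the rest, any valid replicate at or below 250%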;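 further: OY570 slx delta 5 strain wells were the positive control but not used for scaling; some compounds called inactive have numbers as strong as hits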
PfHsp90 yeast 2 = growth inhibition of PfHsp90-expressing yeast, primary screen, antimalarial PfHsp90 inhibitor project, S. cerevisiae, BacTiter-Glo luminescence, single point, set 2; inhibition, % at 9.4 µM; 310,000 compounds, 0.32% hits; BacTiter-Glo ATP, 48 h; yeast lacking PDR1 and PDR3 efflux regulators;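 active means every replicate shows inhibition above about 80%, whatever the replicate mean, limit read from the data; inconclusive means mean inhibition reaches the set limit but some replicate falls short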;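 further: 0% = DMSO neutral controls and 100% = 20 µM radicicol positive controls; yeast relying on Plasmodium falciparum Hsp90 in place of its own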
PKA-R2B activ = activators of PKA-R2B holoenzyme, primary screen, biochemical, fluorescence polarization, Cy5-IP20, human; cAMP-dependent protein kinase catalytic subunit beta (Homo sapiens) + cAMP-dependent …; activation, % at 11.4 µM; PKA-R2B holoenzyme dissociation; R2B truncated from residue 108, S112A mutant; 0% DMSO only, 100% 113 µM cGMP; 340,000 compounds, 0.079% hits;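 active means activation above a cutoff set at the mean over all compounds plus 3 SD, cut at about 18% in these data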;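 further: higher means more holoenzyme dissociation and a rise in polarization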
Target sequence (P31323 whole entry, looked up, other chains not shown, the tested form may be a part): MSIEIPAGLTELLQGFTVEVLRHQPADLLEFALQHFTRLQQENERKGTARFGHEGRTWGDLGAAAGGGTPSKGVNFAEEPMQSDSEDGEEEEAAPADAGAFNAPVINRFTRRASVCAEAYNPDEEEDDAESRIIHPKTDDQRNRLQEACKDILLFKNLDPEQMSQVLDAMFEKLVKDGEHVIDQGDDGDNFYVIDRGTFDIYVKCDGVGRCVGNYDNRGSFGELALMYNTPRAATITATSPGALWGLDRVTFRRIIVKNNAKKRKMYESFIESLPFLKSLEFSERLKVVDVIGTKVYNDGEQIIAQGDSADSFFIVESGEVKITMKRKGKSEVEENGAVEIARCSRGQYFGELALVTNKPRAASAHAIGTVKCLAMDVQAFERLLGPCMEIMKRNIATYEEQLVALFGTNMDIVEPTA
Starred values were filed as active, the others as inactive; i = inactive; u = inconclusive; x = no result given. Outcome played no part in choosing rows; about 2.2% have a hit in one of these screens.

SMILES	AddAB inh	Mot1-301 SUMO	PKA-R2B activ	phage Ecoli inh	Tat export inh	PKA-R1A act	PfHsp90 yeast 2	OPRM1-OPRD1 ag	HTR5A inv ag	Ecoli viability	OPRM1-OPRD1 inv
Cc1cc(C)n(CCc2nc(-c3ccco3)cs2)n1	3.0	12	-11	0.2	4	-7	0	-3.2	26	0.1	17
CC(C)(C)C(CCl)C(=O)NN=C(c1ccccc1)c1ccccc1 (stereo unspecified)	2.1	-11	-9	2.9	-4	-3	-12	-1.9	-11	2.7	11
O=S(=O)(/N=C(/Nc1nc2ccccc2s1)c1ccccc1)c1ccc(F)cc1	x	x	-2	1.6	0	-15	-4	-2.2	4	x	11
N#C/C(=C(/O)c1ccc(-c2cccc([N+](=O)[O-])c2)o1)c1nc2ccccc2s1	x	x	-2	2.4	-4	-13	0	-1.1	-2	x	5
Cc1c(C#N)c2ccccc2n1CC(=O)NCC1CCCO1 (stereo unspecified)	4.2	8	1	1.9	-3	14	-8	-0.8	1	-0.1	5
Cc1ccc2c(c1)N(C(=O)CSc1nncn1C)C(C)(C)c1ssc(=S)c1-2	2.2	1	16	1.7	-10	-10	11	-2.6	18	-0.4	15
Cc1nn(CCCC(=O)NCc2ccco2)c(=O)c2nn(-c3ccccc3)c(C)c12	3.6	-17	2	0.5	-1	-2	-19	-3.2	-1	-1.4	16
COc1cnc(N(C)C)nc1Sc1ccc(Cl)cc1	1.5	22	-5	2.6	4	-13	-1	0.3	-19	1.0	-2
COC(=O)Cn1c(CN2CCOCC2)nc2c1c(=O)n(C)c(=O)n2C	0.0	-3	4	0.9	-5	1	-11	-0.6	-4	-3.5	4
C/C(=N\NC(N)=O)C1(C)CCCCC1	1.4	10	-2	2.2	3	-1	12	-1.7	0	2.5	9
O=C(NCC12CC3CC(C1)CC(CNC(=O)N1CCCC1)(C3)C2)N1CCCC1	-0.3	-12	14	2.6	-8	16	x	0.1	-9	0.9	0
Cn1c(CNC(=O)c2ccco2)nnc1SCC(=O)c1ccc(F)cc1	1.6	-14	-4	5.0	3	-1	14	-2.2	8	-0.5	13
CC(=O)NCCc1ccc(S(=O)(=O)NC2OC(=O)c3ccccc32)cc1 (stereo unspecified)	0.2	24	-2	1.7	2	-3	x	-3.2	-4	0.5	16
CC(=O)Nc1ccc2c(COC(=O)[C@@H](NS(=O)(=O)c3ccc(C)cc3)C(C)C)cc(=O)oc2c1	-1.2	13	-6	-0.1	5	-3	0	-1.2	8	-1.9	6
COc1ccccc1NS(=O)(=O)c1ccc(C(=O)NCC(c2ccco2)N2CCCCC2)cc1 (stereo unspecified)	x	x	7	2.7	14	-6	-7	2.1	13	x	-9
O=C(COC(=O)COc1ccc2ccccc2c1)NCC(F)(F)F	3.5	1	1	3.1	-2	2	x	-0.1	-10	0.9	0
O=C(NC(=S)Nc1ccccc1Cl)c1cncc(Br)c1	-0.7	103	-3	2.9	1	-1	-6	-2.7	8	-5.1	14
COC(=O)c1ccccc1NC(=O)C1CC(=O)N(c2ccc(F)cc2)C1 (stereo unspecified)	-0.2	-7	-19	1.4	-2	-4	2	-1.8	6	-2.9	7
COCCN(C(=O)CSCC(=O)Nc1ccc(C)cc1)c1c(N)n(CC(C)C)c(=O)[nH]c1=O	3.4	-15	-4	2.5	-1	-8	-7	-5.5	-5	-0.2	21
CCNc1nc(NC(C)C)nc(N(C)C#N)n1	-0.5	108	1	2.6	-3	-4	4	-2.3	-2	-0.4	12
Cc1ccc(C(=O)O)cc1S(=O)(=O)N1CCC(C(=O)O)CC1	4.0	738	8	2.8	4	2	x	-0.5	0	1.5	3
CCN1CCN(C(=O)CCN2C(=O)c3ccccc3C2=O)CC1	1.0	-13	-6	4.1	0	-2	0	-1.4	11	2.1	9
O=C(NNC(=O)C(O)(c1ccccc1)c1ccccc1)C1CC1	3.9	4	-9	-4.1	-2	-1	-1	-2.0	-4	0.4	10
CC1(C2CC2)NC(=O)N(CC(=O)Nc2ccc(SC(F)F)cc2)C1=O (stereo unspecified)	-0.2	-4	0	3.9	2	5	-4	-2.4	-7	-1.1	12
Cc1nn(C)cc1C(C)NCc1c(C(=O)N2CCCCCCC2)nc2ccc(Cl)cn12 (stereo unspecified)	2.2	3	-9	3.0	-3	-12	-10	0.9	19	2.5	-6
Cc1cccc(C)c1NC(=O)C(C)Sc1nnc(C)n1CC1CCCO1 (stereo unspecified)	x	x	4	3.9	1	4	0	-4.3	-8	x	23
COc1ccccc1-c1nc(C#N)c(N2CCC(C(N)=O)CC2)o1	1.4	2	-6	1.2	-3	-9	x	-2.2	0	2.5	12
CCOc1ccc(-c2nc(C#N)c(NCC3CCCO3)o2)cc1 (stereo unspecified)	1.4	-11	-5	1.9	1	1	x	-2.7	-18	2.5	14
Cc1c(NCc2cc(Cl)ccc2O)c(=O)n(-c2ccccc2)n1C	-1.0	-10	-7	1.7	-9	-20	17	-2.2	-2	2.9	13
O=S(=O)(CCSc1nc2ccccc2o1)c1nc2ccccc2s1	2.6	118	7	1.6	9	3	-54	-1.5	-1	-2.0	8
N#Cc1ccsc1NC(=O)CN1CCN(c2ccccn2)CC1	5.0	-3	-13	2.5	-6	-21	-16	-1.4	-8	3.3	8
O=C(NCC1COCCO1)c1ccc(OC2CCN(CCc3ccccc3)CC2)cc1 (stereo unspecified)	x	x	10	-0.4	-4	2	4	-1.3	7	x	7
CCc1ccc(C(C(=O)NC2CCCC2)N(C(=O)/C=C/C(=O)Nc2cc(C)on2)c2ccccc2C)cc1 (stereo unspecified)	2.9	-1	4	1.4	-7	4	2	-1.6	-4	-0.1	8
CCOC(=O)C1=C(C)OC(N)=C(C#N)C1c1ccc(O)c(OC)c1 (stereo unspecified)	1.2	11	2	1.5	7	3	x	-2.4	33	0.2	14
CCCNC(=O)C(CC)NC(=O)c1ccc(C#N)cc1 (stereo unspecified)	-1.8	1	0	-0.9	-4	-4	-5	-1.0	4	-2.5	6
CC(=O)Nc1ccc(S(=O)(=O)N2CCCN(S(=O)(=O)c3ccc(C)cc3)CC2)cc1	0.1	-15	-5	-0.4	-5	-7	8	-0.5	-4	-1.0	2
O=C(Cn1cnc2ccccc2c1=O)NCCC(=O)Nc1ccccc1C(F)(F)F	3.2	3	-7	0.7	-8	2	-3	-1.4	7	-1.6	9
Cc1cccn2cc(-c3c[nH]c4ccccc34)nc12	1.7	-4	-2	2.4	1	1	9	-0.7	-12	0.4	4
CNc1oc(-c2ccccc2)nc1C#N	2.0	15	-5	6.6	-1	6	-67	1.9	-8	-0.5	-12
Cc1ccsc1C(=O)N1CCCC(CCC(=O)NCc2ccccc2F)C1 (stereo unspecified)	0.0	-14	7	0.1	0	9	-42	-2.6	-2	-0.4	12
NS(=O)(=O)c1ccc(CCNC(=O)CN2CCN(c3cccc(Cl)c3)CC2)cc1	-0.2	8	-1	3.1	-2	-6	10	1.2	-3	-0.9	-6
CCOC(=O)C1CCN(C(=O)Cc2c(C(=O)O)n(CC)c3ccccc23)CC1	0.6	83	-14	2.6	1	-6	18	-0.4	7	0.5	2
COc1ccc2[nH]c(=O)c(CN(C(=O)c3cccnc3)c3ccccc3OC)cc2c1	4.3	-2	-6	2.8	9	8	-10	-4.0	14	2.9	18
O=C(Cc1c(F)cccc1Cl)NC1CCN(Cc2ccccc2)CC1	-2.3	36	2	1.2	-2	-2	-5	-2.3	8	-1.6	12
CC(C)Cc1nnc(NC(=O)c2cc(-c3ccccc3)nc3ccccc23)s1	0.2	5	7	0.3	-3	-9	x	0.1	-3	-2.9	0
CCOc1ccc(NC(=S)N(CCCN2CCOCC2)Cc2cn(C)c3ccccc23)cc1	2.0	-7	-1	4.0	-7	6	5	0.7	-2	1.0	-4
CN(C)CCOC(=O)COc1ccc(Cl)cc1	-4.0	-3	1	1.3	-2	3	15	-0.7	19	-3.9	4
CCCn1nc(C(=O)OCC(=O)Nc2ncc(Cl)c(C)c2Cl)c2ccccc2c1=O	-0.7	i	-3	4.3	-2	-9	12	0.6	-2	-0.4	-4
COc1cc(C(=O)NCc2ccc3c(c2)OCO3)c([N+](=O)[O-])cc1OC	-1.4	27	3	3.9	-3	-2	6	-3.4	9	-0.5	16
O=C(Nc1ccccc1F)c1ccco1	2.5	-11	-4	1.8	1	8	-36	-3.1	-1	-2.5	14
Cc1ccc(-c2nc3ccccc3s2)cc1NC(=S)NC(=O)c1cccc2ccccc12	1.5	-15	1	1.5	u	-9	-15	-1.7	17	-2.4	9
Cc1cccc(C)c1Nc1nnc(SCC(=O)NCc2cccs2)s1	1.9	14	-10	1.3	-4	-2	6	-1.7	3	-1.4	9
CCc1cc(=O)oc2cc(C)cc(OC(C)C(=O)O)c12 (stereo unspecified)	-0.2	0	0	2.2	6	5	x	-1.4	-5	2.6	7
CCOC(=O)Cc1c(C)nc(Cc2ccc(OC(C)C)cc2)[nH]c1=O	1.2	96	-4	1.2	3	-10	1	-2.7	33	1.1	12
COC(=O)Cc1nnc(NC(=O)c2ccccc2)s1	1.1	16	-8	1.9	-1	-1	4	-2.1	-5	-0.9	9
C=CCOc1ccc(CNCCc2ccc(S(N)(=O)=O)cc2)cc1	2.2	62	0	4.0	-3	-15	-4	-3.9	2	-1.7	19
N#CCCn1cc(C(=O)Nc2ccc([N+](=O)[O-])cc2)c(-c2cc3ccccc3o2)n1	1.3	77	-10	2.0	-10	-18	-25	2.2	-16	-0.8	-10
Cc1ccccc1N(CC(=O)N/N=C/c1ccc(N(C)C)cc1)C(=O)c1ccccc1	0.3	-8	-6	3.4	9	-2	10	0.5	7	-2.6	-3
Cc1ccccc1-c1nnc(NC(=O)CSc2nc3ccccc3s2)s1	0.8	10	4	2.5	-10	1	-4	2.4	-40	0.3	-14
CCOCCOc1nc(C)cc(C)c1S(=O)(=O)c1ccccc1C	2.2	14	3	5.3	0	-1	-6	-2.3	-10	-1.9	12

Screens (PubChem BioAssay)
